# FAS-TE inh – FAS thioesterase domain inhibitors, primary screen, biochemical, fluorescence intensity, uHTS. AID 602261, 2012. Fatty acid synthase (Homo sapiens), P49327. inhibition, % at 15 µM. recombinant FAS-TE, OMFH fluorogenic substrate, fluorescence endpoint. 360,000 tested, 0.67% active;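 active means compounds whose normalised, plate-corrected inhibition of enzyme fluorescence in the single-dose primary screen is 50% or more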;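 further: 0% = DMSO with enzyme and 100% = substrate without enzyme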
# CSN inh – inhibitors of CSN-mediated cullin deneddylation, primary screen, biochemical, fluorescence polarization, uHTS; Purified CSN, SCF-Nedd8-OG deneddylation; inhibition, % at 12.5 µM; 360,000 tested, 0.38% active; AID 651999, 2013;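 active means pattern-corrected inhibition above about 35%, with an unprinted fluorescence ratio check between 0.5 and 1.5, limit read from the data, passing the limit was not always enough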;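 further: 0% = enzyme with substrate and 100% = substrate without enzyme; some results filed as inactive read as strong as hits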
# Target sequence (Q92905 whole entry, looked up, one chain of several): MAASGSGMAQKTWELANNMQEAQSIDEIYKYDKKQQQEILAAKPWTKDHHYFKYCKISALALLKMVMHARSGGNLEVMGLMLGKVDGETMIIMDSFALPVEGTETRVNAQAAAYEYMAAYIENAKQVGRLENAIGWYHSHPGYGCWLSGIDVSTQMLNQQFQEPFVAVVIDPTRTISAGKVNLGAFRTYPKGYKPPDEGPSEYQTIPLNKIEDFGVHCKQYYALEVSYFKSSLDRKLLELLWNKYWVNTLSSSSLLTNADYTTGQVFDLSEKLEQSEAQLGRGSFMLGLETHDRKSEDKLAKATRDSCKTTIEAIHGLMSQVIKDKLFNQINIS
#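 Detection – fluorescence polarization · System – HEK293T-derived human Csn5 enzyme · Controls – substrate-only high control, full reaction low control · Timing – 90 min, room temperature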
# SKN-1 inh – suppressors of acrylamide-induced Pgst-4::GFP reporter in worms, primary screen, SKN-1 inhibitor project, whole organism, uHTS, GFP/RFP fluorescence ratio, strain VP596; C. elegans VP596 Pgst-4::GFP/RFP ratio, 24 h; inhibition, % at 21.8 µM; 360,000 tested, 0.49% active; AID 624304, 2012;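 active means interference check ratio from 0.5 to 1.5 plus GFP to RFP signal ratio inhibition reaching or exceeding a fixed threshold, cut at about 30% in these data, passing the limit was not always enough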; further: some compounds called inactive have numbers as strong as hits
# Rpn11 block – Rpn11 (PSMD14) deubiquitinase inhibitors, primary screen, biochemical, fluorescence polarization, uHTS; human 26S proteasome, Ub4-pepOG fluorescence polarization; 20S core pre-blocked with epoxomicin; calls only at 20 µM; 360,000 tested, 0.59% active;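 active means inhibition at 20 µM, scaled to each plate's controls, above about 33%, limit read from the data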
# NadD inh – inhibitors of S. aureus NadD, primary screen, biochemical, colorimetric, uHTS | Nicotinate-nucleotide adenylyltransferase NadD (Staphylococcus aureus N315) | purified NadD enzyme, colorimetric absorbance read-out | inhibition, % at 20 µM | 360,000 tested, 0.78% active; in the data active means inhibition above about 26%; further: some compounds past the cut are filed as inactive
# MT1-MMP act inh – blockers of MT1-MMP proenzyme processing, primary screen, HT1080 RFP-PRO-GFP cells, GFP/RFP fluorescence; GFP/RFP ratio change, % at 20 µM; Matrix metalloproteinase-14 (Homo sapiens), P50281; 360,000 tested, 0.061% active; GFP/RFP ratio fluorescence, overnight; percent of plate control window, DMSO zero;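 active means GFP/RFP ratio change of at least 30% with cell ATP level not reduced by more than half and red fluorescence within 50% of control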; further: strong numbers were not always called active
#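 Assay system: HT1080 RFP-PRO-GFP cells. Benchmarks: DMSO vehicle wells and RFP-L50D-GFP reporter cell wells. Times: overnight cell settling, then overnight compound exposure, 37 °C, 5% CO2. Compound: 20 µM single dose, 1% DMSO. Read-out basis: GFP/RFP fluorescence ratio.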
# Neddyl block – inhibitors of cullin neddylation, primary screen, biochemical, TR-FRET, uHTS, NAE and Ubc12. calls only at 25 µM. 360,000 tested, 0.58% active. AID 651699, 2012; in the data active means inhibition above about 36%
# Target sequence (P61081 whole entry, looked up): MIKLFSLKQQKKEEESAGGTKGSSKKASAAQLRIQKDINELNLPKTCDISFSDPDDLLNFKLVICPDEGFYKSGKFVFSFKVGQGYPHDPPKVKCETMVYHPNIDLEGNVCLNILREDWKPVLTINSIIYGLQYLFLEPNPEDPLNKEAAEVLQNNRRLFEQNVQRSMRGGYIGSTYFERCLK
# Target sequence (Q13564 whole entry, looked up): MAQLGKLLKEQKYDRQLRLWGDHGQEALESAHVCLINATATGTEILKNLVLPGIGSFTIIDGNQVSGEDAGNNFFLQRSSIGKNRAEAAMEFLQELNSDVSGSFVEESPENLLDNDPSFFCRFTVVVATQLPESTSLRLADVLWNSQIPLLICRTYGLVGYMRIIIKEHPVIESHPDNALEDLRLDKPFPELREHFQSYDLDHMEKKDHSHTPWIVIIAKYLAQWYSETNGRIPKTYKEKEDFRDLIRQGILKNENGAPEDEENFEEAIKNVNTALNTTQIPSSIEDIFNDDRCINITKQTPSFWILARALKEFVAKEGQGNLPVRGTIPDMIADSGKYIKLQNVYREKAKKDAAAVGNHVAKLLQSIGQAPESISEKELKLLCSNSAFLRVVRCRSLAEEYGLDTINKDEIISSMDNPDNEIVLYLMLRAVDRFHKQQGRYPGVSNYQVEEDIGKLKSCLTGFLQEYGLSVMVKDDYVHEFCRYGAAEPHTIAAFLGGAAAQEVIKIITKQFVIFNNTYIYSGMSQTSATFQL
# Rin1 Abl inh – inhibitors of Rin1-Abl protein binding, primary screen, biochemical, TR-FRET; inhibition, % at 7.35 µM; 360,000 tested, 0.4% active; AID 588664, 2011; in the data active means inhibition above about 5%, passing the limit was not always enough
# PABP1 MLLE inh – inhibitors of PABP1 MLLE–PAM2 peptide binding, primary screen, biochemical, fluorescence polarization, FITC-PAM2, GST-MLLE; inhibition, % at 20 µM; AID 588489, 2011; 360,000 tested, 0.36% active; in the data active means inhibition above about 35%, passing the limit was not always enough;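 further: plate controls were DMSO wells with GST-MLLE for no effect and wells lacking GST-MLLE protein for full effect; some results filed as inactive read as strong as hits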
# The depositor's hits bear a star; i = inactive. Compounds as they come; about 3.9% have a hit in one of these screens.
SMILES,FAS-TE inh,CSN inh,SKN-1 inh,Rpn11 block,NadD inh,MT1-MMP act inh,Neddyl block,Rin1 Abl inh,PABP1 MLLE inh
CCC1Oc2ccc(C)cc2N(CC(=O)N(Cc2ccc3c(c2)OCO3)CC2CCCO2)C1=O (centres undefined),20,2,-4,i,-1,-11,i,0,3
COc1ccc(S(=O)(=O)NCC2CC3C=CC2C3)cc1OC (centres undefined),-5,4,1,i,-7,-2,i,0,1
O=S(=O)(Cc1ccccc1)NCC1CCCN(Cc2ccc3nonc3c2)C1 (centres undefined),-1,7,2,i,-6,0,i,-2,-5
CC1(C(=O)NS(=O)(=O)c2ccccc2Cl)CCN1C(=O)CCC1CCCC1 (centres undefined),-10,-2,4,i,2,5,i,-3,-4
COc1cc(/C=C/C(=O)c2ccc3c(c2)OCO3)cc(OC)c1OC,8,7,2,i,-3,4,i,3,3
C#CCOCCOCCOCCNc1nc(N2CCN(C(=O)[C@H](CCCCN)n3cc([C@@H](N)CO)nn3)CC2)nc(N2CCN(C(=O)[C@H](CCCCN)n3cc([C@@H](N)CC(C)C)nn3)CC2)n1,-11,-1,-7,i,-3,0,i,3,6
Cn1c(=O)cc(NCCc2ccccc2)[nH]c1=O,-5,-1,-10,i,4,6,i,6,5
COC(CNC(=O)c1ccc(N2CCc3ccccc32)c([N+](=O)[O-])c1)OC,-8,1,-7,i,-7,7,i,-7,9
Cc1c(NC(=O)C(C)OC(=O)c2cccs2)c(=O)n(-c2ccccc2)n1C (centres undefined),-10,2,4,i,-3,0,i,3,-11
FC(F)(F)c1cccc(CNc2ncccc2-c2nc3cc(Cl)ccc3o2)c1,18,-1,2,i,18,-1,i,4,-6
O=C(c1ccco1)N1CCN(C(=S)Nc2ccccc2Cl)CC1,-3,0,-6,i,2,5,i,1,-5
Cc1ccc(S(=O)(=O)Nc2ccc(Cl)cn2)cc1,-1,-1,-3,i,-4,0,i,0,-8
N#CC(C#N)=C/C(C#N)=C(/N)N1CCN(c2ccc(Cl)cc2)CC1,17,4,13,i,6,-3,i,-25,-5
COCCN(C(=O)Nc1ccccc1)C(C)c1cccnc1 (centres undefined),-1,0,9,i,2,-3,i,0,-1
Cc1c(OC(C)C(=O)N2C[C@H]3C[C@@H](C2)c2cccc(=O)n2C3)ccc2c3c(c(=O)oc12)CCCC3 (some centres undefined),-3,2,3,i,4,-3,i,1,-3
Cc1ccc2cccc(NC(=S)NC(=O)c3ccnn3C)c2n1,5,1,-20,i,3,-5,i,3,20
Cc1cccc(OCCCCc2c(C)n[nH]c2C)c1C,4,4,10,i,2,-9,i,-1,6
COc1ccc(-n2nc3c(c2NC(=O)C24CC5CC(CC(C5)C2)C4)CS(=O)C3)cc1 (centres undefined),-2,1,0,i,-3,0,i,1,-4
COc1ccc(N/C=C\C(=O)c2ccc3c(c2)OCO3)cc1OC,-2,-2,0,i,0,4,i,-4,-33
Cc1cc(CNC(=O)C(C)n2nc(C)c([N+](=O)[O-])c2C)c2ccccc2n1 (centres undefined),-3,-4,-16,i,-3,5,i,4,-4
CCCc1nnc(SCC(=O)Nc2nnc(CC)s2)n1CC1CCCO1 (centres undefined),-5,0,28,i,1,1,i,1,-6
COc1cccc(CNC(=O)C2CCN(S(=O)(=O)c3ccc(F)cc3)CC2)c1,-4,-6,1,i,-8,2,i,1,-1
CCC(=O)Nc1c2c(nn1-c1ccccc1)CSC2,-10,0,9,i,0,-3,i,2,22
Cc1cc(C(c2cc(C)c(N)c(C)c2)c2ccco2)cc(C)c1N,9,0,-13,i,-7,3,i,-2,-3
CCOc1ccc(S(=O)(=O)NCCCn2ccnc2)cc1,-4,-3,-22,i,-1,4,i,1,-2

# 3 structures from above, ordered by heavy-atom count, falling.
SMILES,FAS-TE inh,CSN inh,SKN-1 inh,Rpn11 block,NadD inh,MT1-MMP act inh,Neddyl block,Rin1 Abl inh,PABP1 MLLE inh
COc1cccc(CNC(=O)C2CCN(S(=O)(=O)c3ccc(F)cc3)CC2)c1,-4,-6,1,i,-8,2,i,1,-1
Cc1cc(CNC(=O)C(C)n2nc(C)c([N+](=O)[O-])c2C)c2ccccc2n1 (centres undefined),-3,-4,-16,i,-3,5,i,4,-4
Cn1c(=O)cc(NCCc2ccccc2)[nH]c1=O,-5,-1,-10,i,4,6,i,6,5

# The list goes on:
SMILES,FAS-TE inh,CSN inh,SKN-1 inh,Rpn11 block,NadD inh,MT1-MMP act inh,Neddyl block,Rin1 Abl inh,PABP1 MLLE inh
COC(=O)c1ccc(Cn2cnc3c(cnn3-c3ccc(C)c(C)c3)c2=O)o1,16,-1,0,i,-9,3,i,-1,-3
COc1ccc(NC(=O)CN(c2ccc(F)cc2)S(=O)(=O)c2ccccc2)c(OC)c1,22,0,-3,i,-6,4,i,2,13
O=C(Nc1cccnc1)C1Cc2c(-c3ccccc3Oc3ccccc3)ccnc2O1 (centres undefined),5,1,-9,i,0,-3,i,-4,-8
CC(C)(C)c1ccc(C(=O)NC(=S)NNC(=O)COc2ccccc2)cc1,1,-3,23,i,-1,3,i,2,25
CCc1ccc2c(c1)NC(=O)C2(C)Cc1ccccc1Cl (centres undefined),4,5,11,i,-4,-5,i,-1,-4
Cc1ccc(S(=O)(=O)NCC2CCC(C(=O)NCCCN3CCC(C)CC3)CC2)cc1 (centres undefined),-4,-4,1,i,-6,5,i,-1,1
Cc1nc2ccccc2n1Cc1ccc(Cl)cc1,-6,0,14,i,4,9,i,-1,-6
CCCC1=C(C(=O)OCC)C(c2ccco2)n2ncnc2N1 (centres undefined),-6,3,-6,i,-5,2,i,0,-2
COc1ccc(NC(=O)N2CCN(c3ccc([N+](=O)[O-])cc3)CC2)cc1,7,-11,-6,i,0,7,i,-1,-5
CS(=O)(=O)N1CCN(c2ccc(Cl)cc2[N+](=O)[O-])CC1,-6,-7,5,i,-7,2,i,3,0
CC(=O)N(c1ccc(Cl)cc1)c1nc(C)cc(C)c1C#N,-4,-1,0,i,3,3,i,3,3
O=C(NCCN1CCNC1=O)C1CCC(=O)N(CCc2ccc(Cl)cc2)C1 (centres undefined),-4,8,19,i,6,-1,i,-3,1
Cc1ccccc1OCC(=O)NC(=S)Nc1ccc2c3c(cccc13)CC2,-10,1,5,i,4,-2,i,-1,-9
FC(F)(F)c1ccccc1Cc1c(-c2cccc(Br)c2)nc2ccc(Br)cn12,23,1,20,i,11,-7,i,-15,-3
O=C(NC1=NCCS1)c1ccc(C(F)(F)F)cc1,-5,-8,2,i,-6,1,i,2,7
Cn1c(=O)c(=O)n(C)c2cc(S(=O)(=O)N3CCCC3C(=O)Nc3ccccc3F)ccc21 (centres undefined),-4,-3,-15,i,-1,-1,i,-2,-8
O=C(NNC(=O)c1ccccc1F)c1ccco1,-4,-1,18,i,-5,0,i,4,8
COc1ccccc1CN1CCCC(CN(CCN(C)C)C(=O)c2ccc(C)cc2)C1 (centres undefined),-6,4,8,i,-5,1,i,-1,11
COc1ccc(CCNC(=O)c2cc(C)oc2C)cc1,-4,0,-11,i,-3,-3,i,0,2
CCn1nc(Cc2cccc3ccccc23)c(C#N)c1N,-3,-5,10,i,-2,4,i,2,0
Cc1cccc(N(CC(=O)NCc2ccco2)C(=O)CCC(=O)Nc2nccs2)c1C,-3,4,-10,i,0,0,i,1,6
CNCC/C=C1/c2ccccc2CSc2ccccc21,-4,1,2,i,-8,-15,i,-2,3
CCOC(=O)c1sc(=NC(=O)CCSc2ccccc2)n(C)c1C,5,8,-8,i,19,1,i,0,-7
CCN(CC)S(=O)(=O)c1cccc(C(=O)N/N=C/c2cc(OC)c(O)c(OC)c2)c1,-15,-3,-10,i,5,6,i,-2,1
CC(C)N1C(=O)C2ON(c3ccccc3)C(c3cccs3)C2C1=O (centres undefined),11,9,-13,i,-9,2,i,3,5
O=C(CN1CCCC1)Nc1cccc(Cl)c1,-4,-1,3,i,-5,3,i,4,-2
COC[C@H]1CCCN1[C@@H]1CS(=O)(=O)N[C@H]1COCc1ccccc1,-4,4,-3,i,-8,-2,i,-2,1
CCOC(=O)/C=C1\SCC(=O)N1CC(=O)NCc1ccc(OC)c(OC)c1,-8,-4,13,i,-3,1,i,2,-30
CCN(CC)S(=O)(=O)c1ccc2[nH]c(=O)cc(C(=O)N(C)C3CCS(=O)(=O)C3)c2c1 (centres undefined),0,-1,11,i,0,-1,i,-1,11

# Single records, as listed above. Order of values: FAS-TE inh	CSN inh	SKN-1 inh	Rpn11 block	NadD inh	MT1-MMP act inh	Neddyl block	Rin1 Abl inh	PABP1 MLLE inh
# `CS(=O)(=O)N1CCN(c2ccc(Cl)cc2[N+](=O)[O-])CC1` is listed as -6	-7	5	i	-7	2	i	3	0
# `CCCC1=C(C(=O)OCC)C(c2ccco2)n2ncnc2N1` (centres undefined) is listed as -6	3	-6	i	-5	2	i	0	-2
# `Cn1c(=O)c(=O)n(C)c2cc(S(=O)(=O)N3CCCC3C(=O)Nc3ccccc3F)ccc21` (centres undefined) is listed as -4	-3	-15	i	-1	-1	i	-2	-8
# `COC[C@H]1CCCN1[C@@H]1CS(=O)(=O)N[C@H]1COCc1ccccc1` is listed as -4	4	-3	i	-8	-2	i	-2	1
# `COC(=O)c1ccc(Cn2cnc3c(cnn3-c3ccc(C)c(C)c3)c2=O)o1` is listed as 16	-1	0	i	-9	3	i	-1	-3

# Look-ups from the entries so far.
# CCOC(=O)/C=C1\SCC(=O)N1CC(=O)NCc1ccc(OC)c(OC)c1 in Rin1 Abl inh: 2
# O=C(CN1CCCC1)Nc1cccc(Cl)c1 in SKN-1 inh: 3
# COc1ccc(NC(=O)N2CCN(c3ccc([N+](=O)[O-])cc3)CC2)cc1 in CSN inh: -11

# Three entries from above, with values under each structure:
# Values in the order: FAS-TE inh | CSN inh | SKN-1 inh | Rpn11 block | NadD inh | MT1-MMP act inh | Neddyl block | Rin1 Abl inh | PABP1 MLLE inh
CC(C)N1C(=O)C2ON(c3ccccc3)C(c3cccs3)C2C1=O (centres undefined)
→ 11 | 9 | -13 | i | -9 | 2 | i | 3 | 5
COc1ccc(-n2nc3c(c2NC(=O)C24CC5CC(CC(C5)C2)C4)CS(=O)C3)cc1 (centres undefined)
→ -2 | 1 | 0 | i | -3 | 0 | i | 1 | -4
O=S(=O)(Cc1ccccc1)NCC1CCCN(Cc2ccc3nonc3c2)C1 (centres undefined)
→ -1 | 7 | 2 | i | -6 | 0 | i | -2 | -5
